IkB signaling: suppresses IkB signaling in ABC-DLBCL reporter cells. ABC-DLBCL IkBa-CBG/CBR dual luciferase ratio, 4 h; response scale: scaled: untreated 0%, proteasome inhibitor 100%. Potency, µM (series often up to 57.1 µM), without a hit: at the top dose IkBa stabilization activation. 110,000 tested, 0.04% active. AID 445; active = well fitted curve in the direction sought with a large enough effect in the signal ratio, not every such curve was filed as active; inconclusive = small, poorly fitted or top-dose-only effect, or a change in a side signal; the % refers to the signal ratio;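 also: the direction sought is a rising ratio; 0% = basal untreated cells and 100% = reference inhibitor full response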
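In this assay, an IκBα–CBG68 fusion accumulates when IKK-driven degradation is blocked; native CBR normalizes for cell number. OCI-Ly3 cells were treated 4 h with compound and doxycycline, then green and red light read after Chroma-Glo addition.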
p53ts 39C kill: cytotoxicity in p53ts cells at nonpermissive temperature. H1299-p53A138V viability at 39C, ATP luminescence, 24 h. Potency, µM (series often up to 46.1 µM), for inactives: top-dose activity change, negative = cell killing, usual class: cytotoxic. 130,000 tested, 1.5% active; also: nearly all actives have a fitted effect of over 55% in size
Peg3 imprint: genomic imprint erasure induction; AID 1948; mouse ES Peg3-LacZ reporter, beta-gal luminescence, 40 h; 110,000 tested, 0.02% active; Potency, µM (doses to about 60.7 µM), inactives show top-dose activity change, positive = activation, actives largely listed as activators;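 also: 0% = negative control wells on the plate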
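Gelatin-coated wells received 300 freshly trypsinized female ES cells with a Peg3LacZ-Neo reporter on the maternal allele, then incubated 40 hours at 37C. BetaGlo was added for 5 minutes at room temperature before a single luminescence read.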
p53ts 32C kill: p53ts cell cytotoxicity, permissive temperature; H1299-p53A138V at 32C, ATP luminescence viability, 24 h; Potency, µM (series often up to 46.1 µM), for the others: at the highest dose activity change, negative = cytotoxicity, most hits filed as cytotoxic; 130,000 tested, 0.93% active; AID 924;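 also: 0% = DMSO and -100% = full killing by reference compound; nearly all actives have a fitted effect of over 55% in size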
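Cells: H1299 p53ts (A138V), 600/well, pre-incubated 16–30 h at 37C. Cpd up to 46 uM, 24 h, 32C. Readout: ATPlite luminescence, 20 min RT. Normalization: DMSO vs tamoxifen 100 uM. AC50 by Hill equation.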
Active calls of the source: *; ? = inconclusive; / = no result given; & = joins results of further samples; [ ] = another dose, or the depositor's remark. Unless noted, calls follow the shape of the dose curve; as a rule, active = well fitted curve in the direction sought with a large enough effect; inconclusive = small, poorly fitted or top-dose-only effect, or another doubt; inactive = no such curve, though single readings can be large; an effect the other way counts as inactive or inconclusive. Unless noted, % is scaled to controls: 0 for no effect and ±100 for the full control effect; potency is read from the fitted curve at half-maximal effect.

| structure | IkB signaling | p53ts 39C kill | Peg3 imprint | p53ts 32C kill |
| --- | --- | --- | --- | --- |
| COc1cccc(C2=NOC(C(=O)Nc3cccc(C(C)=O)c3)C2)c1 (stereo unspecified) | 1.7% | -12% | 0% | -6% |
| O=C(NCCCN1CCCCCC1)[C@@H](c1ccccc1)C1CCCCC1 | 0.7% | ? | -5% | 11% |
| O=C(CSCc1ccc(F)cc1)NC1CCCC1 | -0.8% | -3% | -13% | 0% |
| O=[N+]([O-])c1ccc(CCO)cc1 | -1.6% | -2% | -6% | -5%[1.84 µM] |
| CCOc1ccc(-c2csc(/C(C#N)=C/c3ccc(Br)cc3)n2)cc1 | 1.4% | 2% | -5%[10.9 µM] | 2% |
| CCS(=O)(=O)c1nc2ccccc2n1Cc1ccccc1Cl | -3.7% | 11% | -2% | 7% |
| CCc1ccc(NC(=O)CSc2ccnc(=O)[nH]2)cc1 | -0.4% | ? | -15%[10.9 µM] | ? |
| CN(C)C(=O)c1ccc(-c2ccc3ncnc(N(C)Cc4ccco4)c3c2)cc1 | -0.5%[11.4 µM] | 3% | -48%[inhibitor] | 5% |
| CCC(C)NC(=O)c1sc2nc(C)c(C(=O)Nc3ccc(C)cc3C)c(-c3ccc(Br)cc3)c2c1N (stereo unspecified) | ? | 15% | 6%[10.9 µM] | 12% |
| O=C(c1cccc(C(=O)N2CCN(c3ccc(F)cc3)CC2)c1)N1CCN(c2ccc(F)cc2)CC1 | ? | 2% | -19% | 5% |
| CCCCN(C)CCNC(=O)Cn1c(=O)sc2ccccc21 | 0.5% | 8% | -10% | 2% |
| COc1cc2nc3c(c([Si](C)(C)C(C)(C)C)c2cc1OC)Cn1c-3cccc1=O | / | 22% | 12% | 21% |
| COc1ccc2cc(S(=O)(=O)N3CCN(C)CC3)ccc2c1 | 1.2% | -7% | -8% | 3% |
| O=C(NC1CCCCC1)N(Cc1ccc(F)cc1)Cc1nc2ccccc2c(=O)[nH]1 | -0.7% | 1% | -10% | 11% |
| Cc1ccc(CNCc2c(C(=O)O)n(Cc3ccc(C)cc3)c3cc(C)ccc23)cc1 | ? | ? | -15%[10.9 µM] | ? |
| O=C(NCC1CCCO1)C1CCN(S(=O)(=O)Cc2ccccc2)CC1 (stereo unspecified) | 0.8% | 8% | -5% | -8% |
| COc1cccc(-c2nc(-c3ccccc3)no2)c1 | ? | -20% | -55%[inhibitor] | ? |
| CCc1c(C)sc2c1CCN(C(=O)Nc1ccc(F)c(Cl)c1)C2c1ccc(F)cc1 (stereo unspecified) | -2.6% | -8% | 5%[10.9 µM] | 26% |
| Cc1c(C(=O)O)sc2ncnc(N3CCCCC3C)c12 (stereo unspecified) | 1.2% | 25% | 13% | 18% |
| COc1cc(NC(=O)CCS(=O)(=O)c2nc(-c3ccc4c(c3)OCO4)cc(C(F)(F)F)n2)cc(OC)c1OC | ? | 37%[activator] | 2%[10.9 µM] | ? |
| Cc1cc(NC(=O)CSc2ccc3nnc(-c4ccc(F)cc4)n3n2)no1 | -0.8% | 5% | 3% | 2% |
| COc1ccc(OC2C=CC(c3ccccc3)OC2CO)c(C(C)(C)C)c1 (stereo unspecified) | / | -4%[9.22 µM] | / | -5%[9.22 µM] |
| CC(C)CC(NC(=O)c1ccco1)C(=O)Nc1ccc2c(c1)OCCO2 (stereo unspecified) | -1.7% | 6% | 9% | 4% |
| CC1CCc2nn(CC(=O)NC3CCCC(C)C3C)cc2C1 (stereo unspecified) | -3.5% | 4% | -16% | -2% |
| CCOC(=O)c1ccc(N2CCN(c3cc(Cl)ccc3C)CC2)c(NC(=O)Nc2ccc(OCC)cc2)c1 | -1.6% | -21% | -17%[10.9 µM] | 9% |
| CCC(=O)Nc1ccc(NC(=O)CSc2nnc(C(C)C)n2C)cc1 | 0.1% | 3% | -1% | 6% |
| COc1ccc(C)cc1NC(=O)c1cc(S(=O)(=O)NCCC2=CCCCC2)ccc1F | ? | -25% | -6%[10.9 µM] | 6% |
| CCN(C(=O)C1CCCN(S(=O)(=O)c2c(C)noc2/C=C/N(C)C)C1)c1cccc(C)c1 (stereo unspecified) | ? | 7% | -17%[10.9 µM] | 17% |
| Cc1ccc(NC(=O)/C=C\C(=O)N(c2ccc(C(C)C)cc2)C(C(=O)NCc2ccco2)c2ccc(F)cc2)cc1 (stereo unspecified) | ? | -10% | -19%[10.9 µM] | 19% |
| Cc1nnc(NC(=O)c2ccccc2F)s1 | 0.1% | -2% | -20% | 0% |
| Cc1ccc(C(CC(=O)N2CCCC2)c2ccccc2)c(O)c1C (stereo unspecified) | 1.1% | -4% | -17% | 9% |
| Cc1ccc2oc(C(=O)Nc3ccc(S(=O)(=O)N4CCCCCC4)cc3)cc(=O)c2c1 | -1.9% | -2% | -7%[10.9 µM] | -1% |
| Cc1cccc2cc(CN(Cc3ccc(F)cc3)C(=O)N3CCOCC3)c(=O)[nH]c12 | / | 5% | / | 14% |
| COc1ccccc1OCC(=O)NCCc1nc2ccccc2[nH]1 | 0.0% | -16% | -9% | -4% |
| CCOC(=O)c1oc2ccccc2c1NC(=O)COc1ccc(F)cc1 | -0.4% | -14% | -8% | -9% |
| Cc1cc2c(nc1C)CCCN2C[C@H](O)CN1CCCc2nc(-c3ccc(Br)cc3)ccc21 | / | 9%&-2%[9.22 µM] | / | -3%&5%[9.22 µM] |
| O=C(NCCCN1CCN(c2cccc(Cl)c2)CC1)c1cccc(N2CCCC2=O)c1 | 1.2% | -13% | -13% | -5% |
| COc1cc(NC(=O)C2CC2)c(C(=O)O)cc1OC | 0.2% | -11% | -8% | 15% |
| O=C(Nc1ccccc1)N1CCC(c2ccccc2)C1 (stereo unspecified) | ? | ? | -42%[inhibitor] | ? |
| O=C(COC(=O)c1cccs1)c1ccc2ccccc2c1 | / | -2% | / | -12% |
| O=C(CSc1ccc(-c2cccs2)nn1)Nc1cccc(F)c1 | -0.6% | -27% | -14%[10.9 µM] | -7% |
| Cc1ccc(Cl)cc1NC(=O)Nc1nnc(N2CCCC(C)C2)s1 (stereo unspecified) | ? | -2% | -9%[10.9 µM] | 3% |
| C/C=C/c1ccc(O)c(OC)c1 | -0.2% | -2% | 3% | -21%[1.84 µM] |
| CC(C)Oc1ccc(C2c3c(oc4ccccc4c3=O)C(=O)N2CCCN2CCOCC2)cc1 (stereo unspecified) | -1.2% | 5% | -19% | 10% |
| CCOc1ccc(C2CC(c3cccc(Cl)c3)n3nc(N)nc3N2)cc1 (stereo unspecified) | -4.2% | -3% | -7% | 0% |

Compound profiles (already shown). Order of values: IkB signaling, p53ts 39C kill, Peg3 imprint, p53ts 32C kill
COc1ccccc1OCC(=O)NCCc1nc2ccccc2[nH]1 is listed with 0.0%, -16%, -9%, -4%
C/C=C/c1ccc(O)c(OC)c1 is listed with -0.2%, -2%, 3%, -21%[1.84 µM]
O=C(CSc1ccc(-c2cccs2)nn1)Nc1cccc(F)c1 is listed with -0.6%, -27%, -14%[10.9 µM], -7%
CCOc1ccc(C2CC(c3cccc(Cl)c3)n3nc(N)nc3N2)cc1 (stereo unspecified) is listed with -4.2%, -3%, -7%, 0%

Two entries drawn at random from the list so far, as already listed:
| structure | IkB signaling | p53ts 39C kill | Peg3 imprint | p53ts 32C kill |
| --- | --- | --- | --- | --- |
| O=[N+]([O-])c1ccc(CCO)cc1 | -1.6% | -2% | -6% | -5%[1.84 µM] |
| COc1ccc(OC2C=CC(c3ccccc3)OC2CO)c(C(C)(C)C)c1 (stereo unspecified) | / | -4%[9.22 µM] | / | -5%[9.22 µM] |

Arranged by value in Peg3 imprint (rising): 7 from the list above.
| Molecule | Peg3 imprint |
| --- | --- |
| CC(C)Oc1ccc(C2c3c(oc4ccccc4c3=O)C(=O)N2CCCN2CCOCC2)cc1 (stereo unspecified) | -19% |
| Cc1ccc(C(CC(=O)N2CCCC2)c2ccccc2)c(O)c1C (stereo unspecified) | -17% |
| O=C(NCCCN1CCN(c2cccc(Cl)c2)CC1)c1cccc(N2CCCC2=O)c1 | -13% |
| COc1ccccc1OCC(=O)NCCc1nc2ccccc2[nH]1 | -9% |
| CCOC(=O)c1oc2ccccc2c1NC(=O)COc1ccc(F)cc1 | -8% |
| CCOc1ccc(C2CC(c3cccc(Cl)c3)n3nc(N)nc3N2)cc1 (stereo unspecified) | -7% |
| C/C=C/c1ccc(O)c(OC)c1 | 3% |

Additional structures follow.
| structure | IkB signaling | p53ts 39C kill | Peg3 imprint | p53ts 32C kill |
| --- | --- | --- | --- | --- |
| N#Cc1cccc(NC(=O)N2CCCC3(CCN(S(=O)(=O)c4ccccc4)CC3)C2)c1 | 1.8%[11.4 µM] | -6% | / | -4% |
| CCOC(=O)Cn1c(=O)oc2cc(S(=O)(=O)Nc3ccc(N(CC)CC)cc3C)ccc21 | ? | -7% | -20% | ? |
| O=C(NCc1cccnc1)c1ccc(Cl)c(Cl)c1 | 1.7% | -4% | / | 16% |
| CCSc1nnc([C@@H]2CCCN2C(=O)OC(C)(C)C)o1 | 1.2% | 11% | -11% | 1% |
| CC(=O)N1CCC2(CCCN(Cc3ccc(C#N)cc3)C2)CC1 | 1.1%[11.4 µM] | 7% | / | -5% |
| CCCCCCN(C(=O)CCCCCN1C(=O)NC(c2ccccc2-c2ccccc2)C(C(=O)OCc2ccccc2)=C1C)C(C(=O)NCCCC)c1ccc(OCC(=O)OC)c(C(=O)OC)c1 (stereo unspecified) | / | 14% | -11% | 24% |
| Cc1ccc(N(CC(=O)Nc2cccc(Cl)c2)S(=O)(=O)c2cccs2)cc1 | ? | -15% | -13%[10.9 µM] | 0% |
| Fc1cccc(Cl)c1-c1nnc2ccc(N3CCOCC3)nn12 | -1.3% | 1% | -22% | -2% |
| O=C(NCC1CC1)C1CCCN(S(=O)(=O)c2ccc(-n3cnnn3)cc2)C1 (stereo unspecified) | -0.5% | -2% | -7% | 8% |
| C=CCSc1nnc(NC(=O)CSc2nnc(C)s2)s1 | 2.7% | 11% | -9% | 9% |
| COc1ccc(/C=C/C(=O)Oc2ccc(/C=N\NC(=O)c3ccc(F)cc3)cc2)cc1 | / | 6% | / | 0% |
| O=C(Cn1c(=O)n(-c2ccc(Cl)cc2)c(=O)c2c3c(sc21)CCC3)c1ccccc1 | 0.5% | 15% | 5%[10.9 µM] | 8% |
| CCOC(=O)C1CCCN(Cc2nc(N)nc(Nc3ccc(OC)cc3)n2)C1 (stereo unspecified) | ? | -11% | -11% | 10% |
| CCCS(=O)(=O)N1CCCC(C(=O)NCCCOC(C)C)C1 (stereo unspecified) | -0.2% | -4% | -11% | -2% |
| CCC(Sc1nc2ncccc2o1)C(=O)Nc1cccc(C)c1 (stereo unspecified) | ? | -15% | -8%[10.9 µM] | -10% |
| CC(C)Cn1cnc2c(SCc3ccc(Cl)cc3Cl)nc(N)nc21 | 2.1%[11.4 µM] | ? | -5%[10.9 µM] | -5%[9.22 µM] |
| O=C(COc1ccccc1F)Nc1nnc(SCc2cc(=O)c3ccccc3[nH]2)s1 | -0.9% | -3% | -10%[10.9 µM] | 6% |
| CCNC(=O)CSc1nc2cc(OC)c(OC)cc2c(=O)n1CCC1=CCCCC1 | 0.0% | -6% | -10% | -6% |
| O=C(Nc1ccc(Br)cc1)C1CCCN1S(=O)(=O)c1cccs1 (stereo unspecified) | ? | -12% | -14% | -2% |
| CCOc1ccc2nc(NC(=O)CS(=O)(=O)c3ccc(Cl)cc3)sc2c1 | -2.0% | ? | -9%[10.9 µM] | ? |
| COc1ccc(-n2c(C)nc(=O)c(-c3ccccc3)c2C)cc1 | / | 8% | / | -19% |
| CSc1nc2ccc(S(=O)(=O)N3CCOCC3)cc2s1 | -2.4% | 4% | -13% | -6% |
| COc1ccc(C(=O)Nc2ccc3c(c2)CCCN3C(=O)c2cccs2)c(OC)c1 | ? | -8% | -7%[10.9 µM] | ? |
| Cc1ccc(-c2noc(-c3ccccc3C(=O)N3CCCC3)n2)cc1 | -3.1% | -9% | -11% | -6% |
| Cc1ccc2oc(=O)c3cc(C(=O)N4CCN(c5ccccc5F)CC4)sc3c2c1 | -1.2% | -10% | -4%[10.9 µM] | -1% |
| Cn1c(-c2nc(-c3ccccc3)cs2)nc2ccccc21 | / | ? | 13% | ? |
| O=C(COc1ccc(Br)cc1CO)Nc1ccc(F)cc1 | ? | -10% | 8% | -8% |
